NPY-Y1 antag: antagonists of human neuropeptide Y receptor Y1 | inhibition, % at 3.6 µM | AID 1040 | hit rate 1% among 200,000 | HEK293-CNG Y1 cells, membrane potential fluorescence; NPY at EC95, then isoproterenol;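 active means inhibition above the campaign mean inhibition of all tested compounds plus 3 SD, cut at about 20% in these data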;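 further: 0% = DMSO wells given NPY plus isoproterenol and 100% = isoproterenol alone without NPY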
Target sequence (P25929 whole entry, looked up): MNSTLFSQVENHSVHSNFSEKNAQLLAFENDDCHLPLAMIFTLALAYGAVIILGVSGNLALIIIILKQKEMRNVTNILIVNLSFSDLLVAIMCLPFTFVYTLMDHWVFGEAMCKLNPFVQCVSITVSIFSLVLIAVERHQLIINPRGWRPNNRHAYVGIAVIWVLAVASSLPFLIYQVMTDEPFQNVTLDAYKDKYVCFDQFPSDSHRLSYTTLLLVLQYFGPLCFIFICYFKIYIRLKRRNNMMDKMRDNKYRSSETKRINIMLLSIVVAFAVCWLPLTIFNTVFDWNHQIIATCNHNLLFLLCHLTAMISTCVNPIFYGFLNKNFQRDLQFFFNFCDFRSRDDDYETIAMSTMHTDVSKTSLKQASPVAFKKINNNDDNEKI
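Test system – HEK293 Y1/CNG channel cell line · Also added – NPY agonist 25 nM, then isoproterenol 1 µM plus Ro 20-1724 25 µM · Compound dosing – one concentration, 3.6 µM, in 0.4% DMSO · Schedule – compound incubation 1 h at room temperature, readout 45 min post-stimulation · Technique – fluorescence, membrane potential probe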
NPY2 pot ag: human NPY-Y2 potentiation or agonism, primary screen; activation, % at 3.6 µM; cells expressing NPY-Y2, potentiator/agonist read-out; AID 1359; hit rate 0.45% among 220,000; P49146; in the data active means activation above about 27%;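 further: cells stimulated with NPY near EC25 plus isoproterenol at EC100; 0% = vehicle plus submaximal agonist and 100% = vehicle plus saturating agonist; some results beyond the cut were filed as inactive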
Runt-CBFb FRET: inhibitors of human RUNX1 Runt domain binding to CBFb | Q01196+Q13951 | Cerulean-Runt/Venus-CBFb FRET ratio 530/480, 1 h | inhibition, % at 20 µM | hit rate 0.46% among 220,000 | AID 1496;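 active means inhibition over about 50% at 20 µM in the single-dose screen, limit read from the data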;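 further: 0% = DMSO wells and 100% = excess unlabeled CBFb competitor control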
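Assay system: Cerulean-Runt domain / Medium: Tris 50 mM pH 7.5, KCl, K2SO4, 0.01% BSA / Timing: protein complex preformed 1 h, compound exposure 1 h, room temperature, dark / Measured by: FRET, excitation 422 nm, emission at 530 and 480 nm / Evaluation: loss of energy transfer signal / Control set: 5 µM unlabeled CBFb as full-inhibition high control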
Hck-Nef inh: blocks Nef-activated human Hck kinase; hit rate 0.68% among 220,000; inhibition, % at 20 µM; Recombinant Hck-YEEI plus Nef, Z-Lyte FRET kinase assay; AID 463187; P08631;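 active means Hck-Nef kinase inhibition above about 50%, limit read from the data; inactive means inhibition below that limit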;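 further: 0% = DMSO with Hck plus Nef and 100% = Hck alone without Nef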
Target sequence (P08631 whole entry, looked up): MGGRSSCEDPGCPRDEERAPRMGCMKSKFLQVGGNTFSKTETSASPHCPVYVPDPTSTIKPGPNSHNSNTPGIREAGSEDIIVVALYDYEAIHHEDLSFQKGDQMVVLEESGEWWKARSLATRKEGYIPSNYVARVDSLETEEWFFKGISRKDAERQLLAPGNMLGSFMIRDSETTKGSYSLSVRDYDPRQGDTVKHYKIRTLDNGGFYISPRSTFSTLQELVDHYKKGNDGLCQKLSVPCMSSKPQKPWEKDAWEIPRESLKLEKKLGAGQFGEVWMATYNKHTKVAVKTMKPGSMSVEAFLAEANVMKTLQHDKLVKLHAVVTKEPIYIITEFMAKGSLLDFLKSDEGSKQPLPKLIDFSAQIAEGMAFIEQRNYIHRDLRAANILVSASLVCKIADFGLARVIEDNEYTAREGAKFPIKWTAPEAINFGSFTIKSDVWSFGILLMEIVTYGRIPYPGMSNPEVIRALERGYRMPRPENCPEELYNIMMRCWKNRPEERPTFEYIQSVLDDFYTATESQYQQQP
p97 inhibitor: human p97 ATPase inhibition; P55072; recombinant p97 ATPase, Kinase-Glo ATP luminescence, 3 h; inhibition, % at 8 µM; hit rate 0.42% among 220,000; AID 1481; in the data active means inhibition above about 15%;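 further: 0% = DMSO vehicle and 100% = wells lacking enzyme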
RBBP9 inhibitor: human RBBP9 hydrolase inhibition. AID 1515. inhibition, % at 7.94 µM. O75884. hit rate 0.2% among 220,000. recombinant RBBP9, FP-Rh probe fluorescence polarization;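 active means inhibition above the campaign mean of all tested compounds plus 3 SD, cut at about 14% in these data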;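 further: plate controls were DMSO wells with RBBP9 for no effect and wells lacking RBBP9 protein for full effect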
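Test system: recombinant human RBBP9; Timing: 30 min then 45 min, 25 °C; Detection: fluorescence polarization; Control set: RBBP9 with DMSO as uninhibited control, no-protein wells as full inhibition; Compound dosing: one concentration, 7.94 µM nominal, 0.794% DMSO; Probe or stimulus: FP-Rh activity-based probe, 375 nM before mixing.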
NPY1 pot ag: potentiates or activates human NPY-Y1 receptor; P25929; NPY-Y1 expressing cells, potentiator/agonist activation; activation, % at 3.6 µM; hit rate 0.37% among 220,000; AID 1304; in the data active means activation above about 33%, passing the limit was not always enough;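 further: cells stimulated with NPY at EC10 then isoproterenol at EC100; 0% = low agonist plus stimulus and 100% = saturating agonist plus stimulus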
MDM2 E3 inh: inhibitors of human Mdm2 E3 ubiquitin ligase; cell-based MDM2 ubiquitination luciferase reporter, 2 h; 0 = plate control, 100 = twice control, blank-subtracted; signal enhancement, % at 5 µM; hit rate 0.11% among 210,000;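 active means signal enhancement of 30% or more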;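 further: luminescence tracks abundance of the self-degrading MDM2-luciferase fusion protein; higher signal means inhibition of MDM2 E3 ligase activity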
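Timing – 2 h compound exposure at 37 °C · Assay system – mammalian cells stably expressing self-ubiquitinating, self-degrading MDM2 E3–luciferase fusion · Amount – 2000 cells seeded into each well · Measure – % luminescence enhancement versus blank-corrected plate control mean · Measured by – SteadyLite luminescence, 15 min reagent step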
Runt-SMMHC FRET: inhibitors of human RUNX1 Runt domain binding to CBFb-SMMHC | Q01196+Q13951 | Cerulean-Runt/Venus-CBFb-SMMHC FRET ratio 530/480, 1 h | AID 1434 | inhibition, % at 20 µM | hit rate 0.74% among 220,000;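 active means mean inhibition across duplicate retests at 20 µM reaching about 50%, limit read from the data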;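 further: 0% = DMSO wells and 100% = wells with excess untagged CBFb-SMMHC; inhibitors lower the FRET ratio by blocking Runt binding to CBFb-SMMHC; some results filed as inactive read as strong as hits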
The depositor's hits bear a star; · = no result given. An unsorted share of the library; overall some 3.5% were active at least once.

SMILES	Hck-Nef inh	NPY1 pot ag	NPY-Y1 antag	Runt-CBFb FRET	NPY2 pot ag	p97 inhibitor	Runt-SMMHC FRET	RBBP9 inhibitor	MDM2 E3 inh
O=C(COC(=O)COc1ccc(Cl)cc1Br)NCc1cccs1	-2.1	-1.9	8.6	-1.1	-14.3	-8.4	0.2	-6.9	-17.1
O=C(C[n+]1cc(-c2ccc(F)cc2)n2c1CCC2)N1c2ccccc2Sc2ccccc21	6.2	-1.7	-2.8	-2.6	-2.1	2.6	-13.8	-0.9	-0.8
CCN(CC)S(=O)(=O)c1cccc(-c2nnc(SC(C)C(N)=O)n2CCc2ccccc2)c1 (stereo unspecified)	3.4	-7.3	-1.6	0.0	-17.1	-2.0	2.1	-5.1	-9.9
CCc1c(C)nc2ncnn2c1Nc1ccc(C(C)=O)cc1	-24.3	-5.8	-3.3	-2.5	3.6	-4.6	0.7	-10.1	-35.4
CC1(C)CN=c2s/c(=C\c3ccc(Cl)cc3)c(=O)n2C1	24.2	18.7	3.3	0.2	-0.3	-4.0	-4.3	-5.6	0.1
Cc1nc(N2CCN(C(=O)COc3ccccc3)CC2)c2c(C)c(C)sc2n1	-2.2	-9.7	-3.8	-2.8	-10.7	0.7	0.7	3.6	-18.2
CCCOC(=O)c1cc(-c2ccc(C=O)o2)ccc1Cl	1.9	4.1	-7.5	-4.5	11.6	4.3	-0.3	-3.5	1.6
O=C(NC(CSCc1ccccc1)C(=O)N/N=C/c1ccc(O)cc1O)c1ccc([N+](=O)[O-])cc1 (stereo unspecified)	3.8	19.3	1.1	3.9	23.2	6.8	5.3	-2.2	-9.2
CCN(CC)C(=O)CN1CCN(c2ncccn2)CC1	-2.4	14.9	-3.3	0.6	24.1	5.0	-17.1	-8.1	53.1*
C=C1CCN(C(C)C(=O)OC)S(=O)(=O)c2ccccc21 (stereo unspecified)	20.3	·	·	0.1	·	·	2.6	·	8.6
CCCCNC(=O)CSc1nc2ccccc2c(=O)n1Cc1ccc2c(c1)OCO2	1.5	7.7	0.8	1.2	14.8	0.9	7.3	-9.1	-7.0
Cc1c2n(c3ccccc13)CC/C2=N\O	17.8	12.6	·	-0.1	-5.9	9.3	-1.9	0.5	0.1
Cc1ccc(NC(=O)c2cc(S(=O)(=O)NCCC3=CCCCC3)ccc2F)cc1	1.2	0.8	-0.8	1.5	0.2	3.3	0.8	-16.7	·
Cc1cc(C(F)F)n2nc(C(=O)Nc3ccc(S(=O)(=O)NC45CC6CC(CC(C6)C4)C5)cc3)nc2n1	-0.2	11.2	-10.1	-4.9	5.2	0.2	-3.0	-14.8	-9.1
COC(=O)N/N=C/c1cc(Br)ccc1O	8.0	9.1	6.1	3.8	-15.3	2.1	8.6	-4.1	-21.7
Cc1cccc(-c2nnc(SCC(=O)Nc3nc4c(s3)CCCC4)n2C)c1	7.9	16.8	2.1	-3.6	6.3	0.7	3.1	-7.1	17.5
COc1ccc(-c2nnc(SCCOc3cccc(C)c3)n2N)cc1	0.6	-14.4	0.1	2.1	-3.6	-4.6	-2.4	4.3	-8.1
CC(C)C(=O)Nc1cc(S(=O)(=O)Nc2ccc(Cl)cc2)ccc1Cl	1.2	-11.7	-2.5	0.7	-0.5	1.3	1.2	-4.2	-5.8
CC1=C(C#N)C(c2ccccc2O)C(C#N)=C(C)N1	19.3	14.8	-1.9	0.2	11.3	7.6	-5.3	2.3	9.8
CCCCCSc1nnc(-c2ccccc2N)c(=O)[nH]1	-10.9	-11.1	6.6	-2.6	-6.9	4.4	-2.3	1.1	3.7

Record cards, from the list above. Screens in order: Hck-Nef inh	NPY1 pot ag	NPY-Y1 antag	Runt-CBFb FRET	NPY2 pot ag	p97 inhibitor	Runt-SMMHC FRET	RBBP9 inhibitor	MDM2 E3 inh
`CCCCCSc1nnc(-c2ccccc2N)c(=O)[nH]1` is listed as -10.9	-11.1	6.6	-2.6	-6.9	4.4	-2.3	1.1	3.7
`COc1ccc(-c2nnc(SCCOc3cccc(C)c3)n2N)cc1` is listed as 0.6	-14.4	0.1	2.1	-3.6	-4.6	-2.4	4.3	-8.1

The list goes on:
SMILES	Hck-Nef inh	NPY1 pot ag	NPY-Y1 antag	Runt-CBFb FRET	NPY2 pot ag	p97 inhibitor	Runt-SMMHC FRET	RBBP9 inhibitor	MDM2 E3 inh
O=C(Nc1ccc(N2CCOCC2)cc1)c1cc2c(s1)CCCCC2	20.8	5.6	2.3	-0.1	-2.5	1.0	-0.6	2.3	-4.0
CCOC(=O)C1CCN(C(=O)C2CC(=O)N(c3ccc(C)cc3)C2)CC1 (stereo unspecified)	6.2	-9.3	-4.1	1.8	-1.6	-4.0	1.1	-6.8	-9.2
O=C(NCc1cccs1)c1nc2c(nnn2Cc2ccc(F)cc2)c(=O)[nH]1	-16.0	-7.0	5.3	0.2	-10.1	0.5	-3.8	-9.3	-0.5
Cn1nc(C(C)(C)C)c([N+](=O)[O-])c1C(=O)NC(C)(C)C	0.5	9.2	4.4	-1.3	4.6	-2.0	1.0	-7.7	2.5
Cc1c(C(N)=O)sc2nc(-c3ccccc3)cn12	0.9	12.6	-0.1	-1.2	-0.8	1.7	1.0	-4.6	10.1
CCCCOc1ccc(CSC2=NCCN2)cc1[N+](=O)[O-]	2.1	-36.6	6.0	-0.4	9.3	-0.5	3.0	-3.3	-11.5
CC(=O)ONC(=Nc1ccccc1)c1nonc1N	9.8	17.0	·	0.5	-27.4	2.3	-4.1	-1.3	-17.3
CCN(Cc1cnn(C)c1)Cc1nc(C2(c3ccc(C)cc3)CCCC2)no1	3.2	2.3	1.9	-1.8	3.3	-1.7	-4.6	4.6	0.9
COc1ccc(/C=N/NC(=S)Nc2cc(S(=O)(=O)N3CCOCC3)ccc2N2CCOCC2)cc1O	0.5	-36.1	-3.9	0.0	6.7	9.6	-0.6	-4.2	-7.6
Cc1noc(C)c1COc1cccc(C(=O)OCC(=O)N2CC(=O)Nc3ccccc32)c1	1.0	-10.2	14.3	2.6	-17.2	-4.2	-2.8	-6.5	-21.2
CCc1cc2c(Sc3nc4ccccc4s3)ncnc2s1	0.5	-5.9	2.4	-1.8	10.6	3.1	1.0	3.5	-19.0
CCNC(=O)OCC12CC3CC(CC(C3)C1)C2	2.6	-22.5	2.4	1.6	5.6	-0.5	1.3	1.1	4.4
C/C(=N\NC(=O)Cn1nc(C)c([N+](=O)[O-])c1C)c1ccc(O)cc1	-6.8	15.4	4.7	-0.8	7.9	-3.5	-0.6	-1.9	4.8
O=C(C1=C(O)C(=O)N(Cc2ccccc2)C1c1cccnc1)c1ccco1 (stereo unspecified)	0.4	16.5	-0.1	·	-0.5	8.0	·	-6.7	·
CC(=O)NCC(=O)OCC(=O)c1ccc(Cl)cc1	14.8	-8.0	2.0	-0.1	-3.5	-0.2	-2.8	-7.6	1.4
COc1ccc(CCN2C(=O)C3C4CC(C5C(C(=O)O)=NOC45)C3C2=O)cc1OC (stereo unspecified)	9.0	0.1	4.1	2.1	4.1	-1.5	-0.9	6.5	-5.5
COC(=O)c1ccc(NC(=S)NCCC2=CCCCC2)cc1	-0.4	-7.2	-3.3	0.5	-18.7	-4.7	-0.4	-8.8	-10.6
CN(CCC#N)C(=S)Nc1ccc(Oc2ccccc2)cc1	2.3	18.0	0.3	-3.3	29.5	5.6	1.2	-3.3	-1.2
COC(=O)C(C(=O)NCC1CCCO1)C1CCCC1 (stereo unspecified)	2.3	-10.2	3.9	-0.3	1.3	2.1	3.1	4.5	-6.3
O=C(c1cccc(C(F)(F)F)c1)N1CCN(c2cc(=O)[nH]nc2-c2ccccc2)CC1	-0.3	15.5	0.3	-4.7	5.9	-0.6	-1.6	-1.7	-5.9
COc1ccc(C2C=C(C)Nc3nc4ccccc4n32)cc1 (stereo unspecified)	-0.6	-9.4	1.9	-35.1	-6.0	2.6	32.9	-0.6	-4.1
COc1ccccc1NC(=O)Oc1ccc(C(C)=O)cc1	0.6	18.9	1.7	-0.4	7.5	3.9	2.3	0.2	-2.1
O=C(O)CC(=O)Nc1cc(Cl)ccc1O	0.5	4.7	9.9	2.9	-14.2	-1.0	0.2	-0.6	-4.5
Cc1noc(NC(=O)c2ccccc2C(F)(F)F)c1C#N	24.8	-9.1	2.0	0.0	7.4	-0.7	1.0	-5.8	-18.6
COC(=O)c1ccc(-c2noc(CN(C)CC3CCCCO3)n2)cc1 (stereo unspecified)	23.9	-11.6	16.5	0.8	-6.3	-3.8	-4.2	-6.1	-7.2
CN(C)/C=N/c1nc(Sc2ccc(C(F)(F)F)cc2[N+](=O)[O-])n[nH]1	19.8	11.9	·	0.3	6.5	1.9	4.3	-1.2	-4.3
CC(=O)c1c(N2CCN(C)CC2)nc(=S)n(-c2cc(C)ccc2C)c1C	-6.1	-10.2	-3.0	41.9	-3.4	-2.7	74.5*	-6.1	-12.7
O=c1[nH][nH]c(-c2ccccc2O)c1C(C[N+](=O)[O-])c1ccc(Cl)cc1Cl (stereo unspecified)	3.5	19.1	-7.6	4.0	22.7	2.3	3.8	3.4	9.1
